Source: PubChem
Lipid droplet: modulators of hepatic lipid droplet formation | AML12 mouse hepatocytes, oleate lipid droplets, BODIPY imaging | inhibition, % at 6.5 µM | 240,000 tested, 0.4% active;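 active means lipid droplet intensity inhibited by at least 50%, with more than 500 cells counted; inconclusive means wells with under 300 cells, treated as cytotoxic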
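Material – mouse AML12 hepatocyte cell line, fixed after treatment · Compound dosing – one dose, 6.5 µM compound · Times – compound with oleate, overnight · Measured by – Image-based BODIPY and DAPI two-channel analysis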
Myeloid diff MLP: myeloid differentiation induction; AID 624256; ER-HoxA9 myeloid progenitors, lysozyme-GFP differentiation, flow cytometry; calls only at 10 µM; 360,000 tested, 1% active;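 active means normalized GFP-positive differentiation at or above the plate's own cutoff, the solvent-only control mean plus 3 SD; inconclusive means no clear call, values can overlap the other calls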;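 further: cells exposed to compound for four days before flow analysis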
UTI89 phage lysis: inhibition of K1F phage lysis, E. coli UTI89, bacterial capsule biogenesis inhibitors, alamar blue (AID 488966); E. coli UTI89 K1F phage lysis, alamar blue, 2 h; higher % means a stronger effect; one-dose inhibition, % at 100 µM; IC50 in µM for titrated hits; 340,000 tested, 0.02% active;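 active means phage lysis inhibition, versus mean bacterial control, above a set limit; inconclusive means no clear call, values can overlap the other calls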;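 further: capsule biogenesis inhibitors block K1F phage lysis so surviving cells raise fluorescence; higher fluorescence means more inhibition of phage lysis; actives were called in the ten point dose series up to 300 µM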
Lipid droplet cells 6.5 µM: further read-out of Lipid droplet, marked with its call; cell count; measured here: cell count, cytotoxicity flag;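 cells counted across two imaged fields per well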
Myeloid diff MLP GFP+ MAC1+ %: also measured in Myeloid diff MLP; calls as there; GFP+ MAC1+ double positive, %; measured here: differentiation confirmed by MAC1 staining
Active calls of the source: *; i = inactive; ? = inconclusive; · = no result given; + = active, no number; [ ] = remark or other dose.

The first 3 entries (preview)
Each structure is followed by: Lipid droplet	Lipid droplet cells 6.5 µM	Myeloid diff MLP	Myeloid diff MLP GFP+ MAC1+ %	UTI89 phage lysis
> CCOc1cc(C(=S)N2CCOCC2)ccc1OS(=O)(=O)c1ccc(OC)cc1
  -31.7	841	i	0.3	-0.4%
> CC(NC(=O)/C(C#N)=C/c1ccc(N2CCOCC2)cc1)c1ccccc1 (stereo unspecified)
  -5.0	813	i	0.2	-0.4%
> Cc1nc2oc3ccc(F)cc3c(=O)c2cc1C(=O)O
  -4.3	848	i	0.9	0.2%

This part in full (from the top)
Each structure is followed by: Lipid droplet	Lipid droplet cells 6.5 µM	Myeloid diff MLP	Myeloid diff MLP GFP+ MAC1+ %	UTI89 phage lysis
> CCOc1cc(C(=S)N2CCOCC2)ccc1OS(=O)(=O)c1ccc(OC)cc1
  -31.7	841	i	0.3	-0.4%
> CC(NC(=O)/C(C#N)=C/c1ccc(N2CCOCC2)cc1)c1ccccc1 (stereo unspecified)
  -5.0	813	i	0.2	-0.4%
> Cc1nc2oc3ccc(F)cc3c(=O)c2cc1C(=O)O
  -4.3	848	i	0.9	0.2%
> CC[C@@H](C)[C@H](NC(=O)CCc1c(C)c2cc3c4c(oc3c(C)c2oc1=O)CCCC4)C(=O)O
  -13.0	794	i	0.8	-3.4%[50 µM]
> CC(C)c1nn2c(=O)cc(CSc3ccccc3NC(=O)c3ccccc3F)nc2s1
  -15.1	820	?	·	0.0%
> COc1ccc(NC(=O)CCn2ccnc2)c(OC)c1
  5.6	803	i	0.9	0.3%
> Cc1ccc(Cn2c(=N)c(C(=O)NCC3CCCO3)cc3c(=O)n4ccccc4nc32)cc1 (stereo unspecified)
  -29.6	713	i	0.2	0.1%
> Cc1c(O)ccc2c(CC(=O)N[C@@H](Cc3ccc(O)cc3)C(=O)O)cc(=O)oc12
  8.3	886	i	0.8	0.4%[50 µM]
> [O-][n+]1cccc(C(O)c2ccccc2)c1 (stereo unspecified)
  -10.8	769	i	0.5	0.9%
> COc1ccc(NC(=O)C2CCCN2S(=O)(=O)c2ccc(Cl)cc2)cc1 (stereo unspecified)
  2.3	784	i	0.9	-0.4%
> CCCc1cc(=O)oc2cc(C)cc(OCC(=O)N3CCC(C(=O)O)CC3)c12
  -7.6	749	i	2.6	7.1%
> COc1cccc(C(C(=O)NC2CCCC2)N(C(=O)c2ccco2)c2ccccc2)c1OC (stereo unspecified)
  -30.7	841	?	·	-0.3%
> Cc1ccc(CNS(=O)(=O)c2c(C)nc3scc(C)n3c2=O)cc1
  -3.9	675	i	2.4	0.5%
> Cc1ccc(C(=O)/C=C/NNC(=O)c2ccccc2O)cc1
  -3.1	734	i	0.8	0.3%
> COc1ccc(CNC(=O)C2CCN(c3nc(-c4ccccc4)nc4c3CCC4)CC2)cc1
  42.4	864	i	2.8	-0.3%
> O=C(NCCCN1CCOCC1)c1ccc(NS(=O)(=O)c2ccccc2)cc1
  27.2	678	i	0.4	0.2%[50 µM]
> Cc1ccc(Cl)cc1N1CCN(S(=O)(=O)c2ccc3c(c2)NC(=O)C(C)C(=O)N3)CC1 (stereo unspecified)
  22.8	734	i	3.1	1.1%
> CCCc1nnc(NC(=O)CCC(=O)N2CCN(S(=O)(=O)c3ccc(OC)cc3)CC2)s1
  -1.4	747	i	1.6	0.2%
> CCc1nn(CC(=O)N2CCCCCC2)c(=O)c2cc3ccccc3n12
  3.5	708	?	·	0.2%
> COc1ccccc1N1CCN(CCCNC(=O)Cn2ncc3c([nH]c4ccccc43)c2=O)CC1
  2.0	751	?	·	0.3%
> O=C(CCOc1ccccc1)Nc1ccnn1C1CCN(C(=O)CCC(F)(F)F)CC1
  -0.8	746	i	2.2	0.1%
> CCCCc1cc(=O)oc2cc(C)cc(OCC(=O)N[C@@H](CSCc3ccccc3)C(=O)O)c12
  2.2	796	i	3.2	9.7%
> COc1ccc(CNC(=O)C2CCN(S(=O)(=O)N3CC(C)CC(C)C3)CC2)cc1 (stereo unspecified)
  6.8	728	i	1.0	0.1%
> Cc1c(Cl)cccc1-c1ccc(CNCc2ccccn2)o1
  2.3	793	i	0.3	1.3%
> O=c1[nH]c2ccccc2cc1CN(Cc1cccnc1)S(=O)(=O)c1ccc(Cl)cc1
  -5.6	705	i	0.9	0.1%
> COc1cccc(-c2ccc(NC(=O)C3CCCN(Cc4cnn(C)c4)C3)cc2)c1 (stereo unspecified)
  16.6	721	i	1.0	4.2%
> COc1ccc(Cl)cc1Nc1nc(N)c2ccccc2n1
  -2.9	810	i	0.6	2.7%
> CC1(C)SC2c3ccccc3C(=O)N2[C@@H]1C(=O)NC1CC1 (stereo partly specified)
  2.8	733	i	3.9	0.3%
> CC(=O)Nc1ccc(NC(=O)CSc2nnc(NC(=O)Cc3ccc(F)cc3)s2)cc1
  2.3	861	i	1.1	0.7%
> CC1(C)Cc2c(cnn2-c2cccc(F)c2)C(NC(=O)Cn2cccn2)C1 (stereo unspecified)
  -20.0	679	i	0.5	-0.1%

Pulled one by one from the entries so far (two):
Each structure is followed by: Lipid droplet	Lipid droplet cells 6.5 µM	Myeloid diff MLP	Myeloid diff MLP GFP+ MAC1+ %	UTI89 phage lysis
> COc1ccccc1N1CCN(CCCNC(=O)Cn2ncc3c([nH]c4ccccc43)c2=O)CC1
  2.0	751	?	·	0.3%
> O=c1[nH]c2ccccc2cc1CN(Cc1cccnc1)S(=O)(=O)c1ccc(Cl)cc1
  -5.6	705	i	0.9	0.1%

Next records follow.
Each structure is followed by: Lipid droplet	Lipid droplet cells 6.5 µM	Myeloid diff MLP	Myeloid diff MLP GFP+ MAC1+ %	UTI89 phage lysis
> CCCNC(=O)[C@@H]1CCCN1C(=O)[C@@H]1Cc2ccccc2CN1
  2.6	402	i	0.9	-0.1%
> Nc1cccc(Oc2ccc3c(c2)C(=O)NC3=O)c1
  13.4	787	i	0.3	-0.1%
> COc1ccc(CNC(=O)CC2C(=O)NCCN2C2Cc3ccccc3C2)cc1 (stereo unspecified)
  5.9	812	i	3.6	0.5%[50 µM]
> COc1cc(NS(=O)(=O)c2ccc3ccccc3c2)c2ncccc2c1
  -3.9	869	i	0.5	0.1%
> O=[N+]([O-])c1ccc(Cl)cc1N/N=C/c1ccncc1
  -2.2	844	i	0.6	-0.2%
> O=C(NCc1ccc(Cl)cc1)c1ccncc1
  -4.4	769	i	0.5	-0.1%
> Cc1ccc(/C=C2\SC(=S)N(NS(=O)(=O)c3ccc(C)cc3)C2=O)cc1
  1.9	761	i	0.6	-0.9%
> O=C(CN1C(=O)NC2(CCCCCC2)C1=O)c1ccccc1
  1.0	838	i	0.5	-0.1%
> C=CCn1c(CNC(=O)c2ccccc2F)nnc1SCC(=O)N1CCOCC1
  -0.1	790	i	1.0	-0.8%[50 µM]
> O=[N+]([O-])c1cccc(C=Nc2cccc3ccccc23)c1O
  16.3	839	i	0.4	0.2%
> Cc1ccc(CSCc2ccc(C(=O)O)o2)cc1
  -0.8	675	i	1.0	0.0%
> CCCOc1ccc(CNC(=O)C2CCN(c3nn4c(=O)cc(C)nc4s3)CC2)cc1
  -11.0	693	i	3.2	0.4%
> Cc1c(Br)c([N+](=O)[O-])nn1C(C)C(=O)N1CCc2ccccc2C1 (stereo unspecified)
  -5.8	693	i	1.1	0.0%[50 µM]
> Cc1ccc(NC(=O)Nc2ccc(Cl)c(Cl)c2)nc1
  2.2	861	i	0.9	0.4%
> Cc1ccc(NC(=O)CCCc2c[nH]c3ccccc23)nc1
  82.6*	843*	i	0.4	0.1%
> COc1cc2c(cc1OC)C(c1ccccc1O)NCC2 (stereo unspecified)
  -0.2	833	i	1.0	-1.1%
> O=c1[nH]c(COc2ccc(Cl)cc2Cl)nc2ccccc12
  -5.1	658	i	0.4	0.2%
> Cc1cc(C)c(S(=O)(=O)N(C)CC(=O)NCCN2CCOCC2)c(C)c1
  -5.2	814	i	2.3	0.4%
> O=C(COc1ccc2c3c(c(=O)oc2c1)CCC3)N[C@@H](CSCc1ccccc1)C(=O)O
  -1.5	797	i	3.5	6.2%
> COc1ccccc1NS(=O)(=O)c1cccc(C(=O)N2CCN(C/C=C/c3ccccc3)CC2)c1
  -14.1	778	i	0.0	-0.1%
> O=C(Nc1nncs1)C1CC(=O)N(C2CCCC2)C1 (stereo unspecified)
  4.3	847	i	0.5	0.3%
> Cc1ccc2c(c1)N(CCC(=O)NC1CCCCC1C)C(=O)CO2 (stereo unspecified)
  5.7	820	i	0.9	0.3%
> O=C(c1ccc(Br)s1)N1CCc2ccccc2C1
  -12.2	614	?	·	1.2%[50 µM]
> O=C(O)CCc1ccc(-c2ccccc2)n1-c1ccc(C(=O)O)cc1
  10.7	849	i	0.3	0.0%
> Cc1onc(-c2ccccc2)c1C(=O)N(Cc1ccccc1)C(C)C
  -18.9	678	i	0.8	-0.5%
> Cc1cc(C)cc(NC(=O)c2cc(S(=O)(=O)N3CCCC3)cn2C)c1
  2.7	743	i	3.1	-1.7%
> O=C(NC1CCSc2ccccc21)c1ccc(F)c(S(=O)(=O)N2CCOCC2)c1 (stereo unspecified)
  1.3	743	?	·	0.1%[50 µM]
> COC(=O)c1sccc1NS(=O)(=O)c1ccc(F)cc1F
  37.8	716	i	0.9	0.4%
> CC(C)[C@H](NC(=O)N1CCn2c1nc1ccccc12)C(=O)NCc1ccc2c(c1)OCO2
  -12.4	743	i	0.8	0.4%
> O=C(NC(=S)Nc1ccccc1Cl)c1ccco1
  14.7	824	i	0.7	-0.9%
> COc1ccc(C(=O)N/C(=C\c2cn(C)c3ccccc23)C(=O)NCCCN2CCOCC2)cc1
  -6.3	632	i	0.7	0.0%
> CCC(C)NC(=O)c1cc(Cl)c(NC(=O)C2=C(C)OCCS2)cc1OC (stereo unspecified)
  4.0	838	i	0.9	0.0%
> COc1ccc(C(=O)NC(=S)N2CCCC2)cc1
  1.4	773	i	1.3	0.0%
> CN1CCN(c2ccncc2S(=O)(=O)N2CCCCC2)CC1
  -0.5	798	i	0.4	0.0%
> Cc1cc(C)nc(NS(=O)(=O)c2ccc(NC(=O)Cc3ccccc3F)cc2)n1
  0.7	800	i	0.5	0.2%
> CC(=O)Nc1cccc(NC(=O)c2ccc(COc3ccccc3)cc2)c1
  29.7	842	i	0.0	0.2%
> CN(C)CCN(C(=O)CN1C(=O)c2ccccc2C1=O)c1nc2cc3c(cc2s1)OCO3
  5.7	853	i	0.6	0.2%
> CC(=O)Nc1cccc(NC(=O)CSc2nccn2Cc2ccccc2)c1
  3.8	605	i	4.6	0.2%[50 µM]
> O=C(NNC(=O)C12CC3CC(CC(Cl)(C3)C1)C2)c1csc(N2CCOCC2)n1
  0.1	768	i	0.4	0.2%
> O=C(NC1CCCCC1)c1ccc2snnc2c1
  -10.0	782	i	0.5	-0.5%
> O=C(NC1CC2CCCC(C1)N2C(=O)Nc1cccc(F)c1)C1CC1 (stereo unspecified)
  5.2	813	i	2.5	0.1%
> CN(CCCCOc1ccc(F)cc1)Cc1ccccc1
  4.5	846	i	0.1	0.4%
> COc1ccc(Cl)cc1S(=O)(=O)N(C)CC(=O)NCc1ccccn1
  0.3	790	i	0.4	0.9%
> Cc1ccc(CNC(=O)C2CCN(S(=O)(=O)N3CC(C)CC(C)C3)CC2)cc1 (stereo unspecified)
  -4.0	682	i	0.7	0.4%
> COc1cc(OC)c(NC(=O)c2csc(C)c2)cc1Cl
  -10.9	773	i	1.2	-0.1%
> COC(=O)Cc1c(CSc2ccccc2)oc2ccc(O)c(CN(C)C)c12
  -27.6	795	i	0.6	0.1%
> CCc1ccc(CN(Cc2cccnc2)C(=O)/C=C/c2ccc(OC)cc2)cc1
  2.5	797	+	0.8*	0.2%
> COc1ccccc1C(=O)NNC(=S)NC(=O)c1cccs1
  4.8	656	i	1.3	1.9%
> CCn1cc(S(=O)(=O)Nc2ccc(C)c(Cl)c2)cn1
  -2.3	807	i	1.1	2.2%[50 µM]
> COc1ccccc1CCN=C(N)NS(=O)(=O)c1cc(F)ccc1F
  -16.0	817	i	0.0	1.6%[50 µM]
> CC(=O)Nc1ccc(Sc2ccccc2C(=O)O)cn1
  3.9	740	i	0.7	0.2%
> O=C(NCC1CCCO1)c1ccc([N+](=O)[O-])s1 (stereo unspecified)
  -9.2	833	i	0.0	-0.8%
> COc1ccc(N2CCN(c3ccc(C(=O)O)cc3[N+](=O)[O-])CC2)cc1
  -12.4	726	i	0.1	0.2%
> Cc1cc(CNC(=O)C2CCC(=O)N(Cc3ccccc3F)C2)nn1C (stereo unspecified)
  12.5	719	i	1.0	1.3%[50 µM]
> CC(C)c1nc2cc(C(=O)N3CCN(c4cnccn4)CC3)ccc2o1
  -10.1	726	i	1.8	-0.2%
> Cc1ccc(NC(=O)N2CCCN(C(=O)OC(C)(C)C)CC2)cc1Cl
  3.5	772	i	0.6	0.1%
> Cc1cccc(/C=C2\Sc3ccc(C(=O)N4CCC(C(N)=O)CC4)cc3N(C)C2=O)c1
  -12.5	678	i	1.7	-0.4%

The list is partial (hit frequency here may not be typical).
